Screening data as filed in PubChem.
ABCG2 block – human ABCG2 inhibition, ABCB1 as counter-screen. IgMXP3 cells, JC-1 efflux, flow cytometry. inhibition, % at 6.6 µM. actives 0.1% (n = 190,000);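 active = inhibition above 80%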;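 also: 0% = DMSO and 100% = nicardipine control wells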
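Read-out basis: Efflux inhibition in percent versus controls | Test system: ABCG2 IgMXP3 and barcoded ABCB1 CCRF-Adr cell mix | Quantity: 3 million cells/mL in well | Schedule: 10 min at 25 °C | Control set: Nicardipine as high control, DMSO as low control | Reagent: JC-1 as fluorescent efflux pump substrate | Signal: Flow cytometry of retained JC-1 fluorescence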
GSH fluor – GSH bead compound fluorescence profile; GSH beads flow cytometry, compound fluorescence 488/530 nm; stronger effect = higher value; fluorescence (KMESF) at 10 µM; AID 1776; actives 0.25% (n = 190,000); in the data active = fluorescence above about 89;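 also: glutathione beads carrying GST-tagged Bcl family fusion proteins plus one bare bead set; values are compound well signal with DMSO vehicle wells as background; inactives centre near 16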
RGS7-Gao reg – regulators of human RGS7-Galphao interaction | binding response (% of control), % at 10 µM | actives 0.35% (n = 220,000) | Multiplexed bead flow cytometry, RGS7-Galphao binding; actives lie on both sides | P09471; in the data active = binding response below about 49% or above about 150%; inconclusive = no clear call, values can overlap the other calls; inactive = in between;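 also: fluorescent Galphao held in activated GDP-AlF4 state binding bead-coupled RGS7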
RGS8-Gao – regulators of human RGS8-Galphao interaction; P09471; response (percent of control binding), % at 10 µM; multiplexed bead flow cytometry, RGS8-Galphao binding; actives lie on both sides; actives 0.34% (n = 220,000); AID 1423; in the data active = response below about 60% or above about 140%; inactive = in between;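 also: Galphao activated as the GDP aluminium fluoride complex binding bead-coupled RGS8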
Bcl-XL Bim block – human Bim-Bcl-XL interaction inhibition | Bim peptide-Bcl-XL binding, bead flow cytometry, fluorescence | actives 0.04% (n = 190,000) | inhibition, % at 10 µM | Q07817
Target sequence (Q07817 whole entry, looked up): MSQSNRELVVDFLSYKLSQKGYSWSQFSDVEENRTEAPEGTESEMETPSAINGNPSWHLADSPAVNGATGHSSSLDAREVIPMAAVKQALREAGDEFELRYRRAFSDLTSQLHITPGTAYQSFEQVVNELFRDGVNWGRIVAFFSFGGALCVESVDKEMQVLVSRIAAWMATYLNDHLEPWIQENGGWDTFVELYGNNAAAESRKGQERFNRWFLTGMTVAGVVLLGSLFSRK
RGS4-Gao reg – human RGS4-Galphao interaction regulation | Multiplexed bead flow cytometry, RGS4-Galphao binding; actives lie on both sides | P09471 | actives 0.33% (n = 220,000) | binding response (% of control), % at 10 µM; in the data active = binding response below about 49% or above about 150%; inactive = in between;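 also: fluorescent Galphao activated with aluminum fluoride binding bead-coupled RGS4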
Bim-Bcl-B – human Bim-Bcl-B interaction inhibition | Q9HD36 | bead-based flow cytometry, Bim peptide-Bcl-B binding | inhibition, % at 10 µM | actives 0.073% (n = 190,000) | AID 951;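 also: 0% = tracer peptide without compound and 100% = reference inhibitor peptide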
Target sequence (Q9HD36 whole entry, looked up): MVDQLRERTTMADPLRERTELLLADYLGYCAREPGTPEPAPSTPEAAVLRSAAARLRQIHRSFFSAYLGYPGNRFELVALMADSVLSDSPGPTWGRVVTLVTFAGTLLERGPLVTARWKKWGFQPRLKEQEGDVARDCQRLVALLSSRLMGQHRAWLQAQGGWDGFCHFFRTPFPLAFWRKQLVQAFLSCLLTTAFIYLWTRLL
Bcl-2 Bim block – disrupts Bim peptide binding to human Bcl-2; P10415; Bead-based flow cytometry, Bim peptide-Bcl-2 binding; inhibition, % at 10 µM; actives 0.06% (n = 190,000); AID 950; in the data active = inhibition above about 40%; inconclusive = no clear call, values can overlap the other calls;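 also: 0% = no compound wells with probe peptide and 100% = reference peptide inhibitor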
ABCB1 block – blocks JC-1 efflux by human ABCB1 transporter. P08183. CCRF-Adr cells, flow cytometry. actives 0.067% (n = 190,000). inhibition, % at 6.6 µM; in the data active = inhibition above about 40%;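 also: 0% = vehicle and 100% = reference inhibitor; higher value means more JC-1 retained so stronger ABCB1 efflux block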
Bim-Bcl-W – inhibitors of Bim-Bcl-W interaction, human. Q92843. bead-based flow cytometry, Bim peptide-Bcl-W binding. inhibition, % at 10 µM. actives 0.02% (n = 190,000). AID 952;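 also: 0% = bound tracer without compound and 100% = peptide blocker; higher means less fluorescent Bim peptide bound to Bcl-W beads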
Target sequence (Q92843 whole entry, looked up): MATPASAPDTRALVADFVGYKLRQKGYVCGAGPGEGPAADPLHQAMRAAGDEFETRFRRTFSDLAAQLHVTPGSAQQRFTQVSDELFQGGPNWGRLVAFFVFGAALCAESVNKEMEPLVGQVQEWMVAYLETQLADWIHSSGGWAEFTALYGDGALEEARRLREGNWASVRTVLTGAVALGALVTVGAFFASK
Bfl-1 Bim block – human Bim-Bfl-1 interaction inhibition; Bead-based flow cytometry, Bim-Bfl-1 binding inhibition; inhibition, % at 10 µM; actives 0.12% (n = 190,000); AID 1008;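 also: 0% = wells without compound plus tracer and 100% = blocker peptide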
An asterisk follows results filed as active; ? = inconclusive. Rule as the data show it, unless noted: active = inhibition above about 40%.

nr	Structure	ABCG2 block	GSH fluor	RGS7-Gao reg	RGS8-Gao	Bcl-XL Bim block	RGS4-Gao reg	Bim-Bcl-B	Bcl-2 Bim block	ABCB1 block	Bim-Bcl-W	Bfl-1 Bim block
1	CC(C)(O)C#Cc1ccc(C(=O)N2CCN(C(=O)c3ccco3)CC2)cc1	4	15	90	95	0	92	-4	-2	0.7	1	-2
2	O=C1NN(c2ccccc2)C(=O)/C1=C/c1cccs1	20	12	108	104	-3	108	0	0	0.2	-1	-1
3	COc1ccc(-c2cc(N)n(S(=O)(=O)Cc3ccccc3)n2)c(OC)c1	2	15	98	100	-3	102	-7	-2	0.7	-2	-3
4	Cc1ccc(C(=O)Nc2ccc(N3CCOCC3)cc2)cc1	14	30	83	93	-10	86	-12	-9	0.1	-2	-23
5	COc1cc2[nH]c(=O)n(CCCCCC(=O)NCCCN3CCCC3=O)c(=O)c2cc1OC	5	10	98	99	-1	98	-9	-5	1.0	-2	-14
6	O=C(C1CCC1)N1CCc2cc(S(=O)(=O)NC3CCCC3)ccc21	9	25	98	100	-3	97	-6	-8	1.7	0	-10
7	CC1(C)C2CC=C(/C=N/NC(=O)c3ccccc3Br)C1C2 (configuration not stated)	0	19	102	100	-12	101	-11	-11	-0.1	-8	-14
8	O=C(NCc1cccs1)C1CCN(c2ccc(S(=O)(=O)N3CCOCC3)cc2Cl)CC1	1	16	99	104	-3	100	0	-5	0.8	-4	-5
9	O=C(Cn1nc(-c2ccc(Cl)cc2)ccc1=O)NCc1ccc2c(c1)OCO2	-4	18	94	102	-3	102	-6	-7	-3.2	0	-4
10	N#Cc1cccc(NC(=O)CSc2ccc3c4c(cccc24)C(=O)c2ccccc2-3)c1	46	17	104	101	0	105	-1	0	26	-1	0
11	Cc1cccc(OCCCC(=O)O)c1	0	28	93	98	-1	94	-8	-5	0.2	-2	-10
12	CC(C)(C)OC(=O)N1CCN(c2ccc([N+](=O)[O-])cc2)CC1	12	13	99	101	-2	102	-4	-1	1.1	-2	-4
13	C(=N\Nc1nc2ccccc2s1)/c1ccco1	26	31	104	102	-4	100	-4	-1	0.1	-3	-3
14	CC(C)(C)OC(=O)NCCc1nnc(SCc2ccc(Cl)cc2Cl)o1	2	13	101	108	0	103	-1	-2	1.6	-4	3
15	Cc1c(Cl)cc(-n2cnnn2)cc1[N+](=O)[O-]	1	9	100	93	-3	96	-6	-5	0.1	-2	-9
16	O=[N+]([O-])c1ccc(OCc2cccc(COc3ccc([N+](=O)[O-])cc3)n2)cc1	11	13	99	101	-11	98	-11	-11	0.9	-7	-14
17	COc1ccccc1OCc1csc(N)n1	0	12	98	101	-1	100	-1	-5	0.1	0	0
18	Cc1cc(C)nc(SCc2ccc(C(=O)N/N=C/c3ccccc3C(=O)O)cc2)n1	2	61	102	102	-2	103	-8	0	0.2	-4	-10
19	Cc1ccnc(SCC(=O)c2ccc(Br)s2)n1	-5	16	96	95	-6	96	-39	-6	-1.8	-3	3
20	Cc1ccc(-c2nnn(CC(=O)N(c3ccccc3F)C(C(=O)NCC3CCCO3)c3c[nH]c4ccccc34)n2)cc1 (configuration not stated)	24	12	98	102	-2	99	-5	-3	5.1	3	-10
21	Cc1nc(N[C@@H](Cc2c[nH]c3ccccc23)C(=O)O)c2oc3ccccc3c2n1	8	11	93	98	0	98	-1	0	0.9	-1	-2
22	Cc1nc(Cl)c(C(=O)NC(C)(C)C)c(C)c1Cl	0	14	97	102	-3	104	-5	-2	0.1	-4	-9
23	COc1ccc2cnnc(SCC(=O)Nc3ccc(C(C)=O)cc3)c2c1OC	1	4	101	100	-4	101	-10	-2	0.0	-1	-2
24	CC1=C(C)CC(C(=O)NNC(=O)c2cccc(Cl)c2)C(C(=O)O)C1 (configuration not stated)	5	9	101	99	-4	103	0	-1	0.3	-3	0
25	O=C(NCc1cccnc1)C1CC(=O)N(CCc2ccccc2)C1 (configuration not stated)	1	21	102	104	-1	105	-7	-7	0.3	0	-8
26	COc1cccc(-c2nnc3n2N=C(c2cccc(Br)c2)CS3)c1	1	5	97	103	-1	101	-5	-2	0.2	1	-12
27	O=C(N/N=C/c1ccc[nH]1)c1ccccc1[N+](=O)[O-]	-3	18	96	103	-10	101	-7	1	-0.3	-5	-1
28	O=[N+]([O-])c1ccc2oc(-c3ccccc3)nc2c1	4	12	101	101	-1	101	-3	0	0.2	0	0
29	CCC(C)Cn1c(C)nc2ccccc21 (configuration not stated)	0	31	102	101	-1	102	-8	-15	0.3	-1	-18
30	O=C(O)c1ccc(N/N=C/C=C/c2ccccc2[N+](=O)[O-])cc1	-2	13	?	99	-5	101	-6	-6	-0.2	0	-4
31	Cc1nnc(Sc2cc(C(=O)NCCCN(C)Cc3ccccc3)c3ccccc3n2)s1	13	17	100	102	-8	101	-8	-9	20	-4	-14
32	C=CCC1Cc2c(Br)cccc2C(CC=C)N1 (configuration not stated)	7	14	?	101	0	105	-2	-1	1.6	1	7

Reprinted from the part before: six entries, then new ones.
nr	smiles	ABCG2 block	GSH fluor	RGS7-Gao reg	RGS8-Gao	Bcl-XL Bim block	RGS4-Gao reg	Bim-Bcl-B	Bcl-2 Bim block	ABCB1 block	Bim-Bcl-W	Bfl-1 Bim block
27	O=C(N/N=C/c1ccc[nH]1)c1ccccc1[N+](=O)[O-]	-3	18	96	103	-10	101	-7	1	-0.3	-5	-1
28	O=[N+]([O-])c1ccc2oc(-c3ccccc3)nc2c1	4	12	101	101	-1	101	-3	0	0.2	0	0
29	CCC(C)Cn1c(C)nc2ccccc21 (configuration not stated)	0	31	102	101	-1	102	-8	-15	0.3	-1	-18
30	O=C(O)c1ccc(N/N=C/C=C/c2ccccc2[N+](=O)[O-])cc1	-2	13	?	99	-5	101	-6	-6	-0.2	0	-4
31	Cc1nnc(Sc2cc(C(=O)NCCCN(C)Cc3ccccc3)c3ccccc3n2)s1	13	17	100	102	-8	101	-8	-9	20	-4	-14
32	C=CCC1Cc2c(Br)cccc2C(CC=C)N1 (configuration not stated)	7	14	?	101	0	105	-2	-1	1.6	1	7
33	O=C(CN1CCc2ccccc2C1)NCC(=O)Nc1ccc(F)cc1	2	11	98	99	-2	97	-2	0	0.2	-1	-4
34	Cc1ccc(NC(=O)c2ccccc2N(C)S(=O)(=O)c2ccccc2)c(C)c1	25	8	105	97	-6	104	-5	-4	6.6	-4	0
35	COc1ccccc1NC(=O)Nc1ccc(Br)cn1	3	266*	107	103	-10	106	-5	-3	0.5	-1	-12
36	O=C(O)C1=C(C(=O)Nc2cc(C(F)(F)F)ccc2Cl)CCCC1	2	25	98	99	-3	101	-1	-2	0.9	0	-9
37	CN1CC=C2C(C#N)=C(N)C(C#N)(C#N)C(c3ccsc3)C2C1 (configuration not stated)	0	17	96	98	-4	100	0	-2	0.0	-3	0
38	O=C(NC(=S)Nc1ccccc1F)c1ccc(Br)o1	21	9	84	95	-2	89	-4	-1	1.1	0	-5
39	O=c1c(Cl)c(N2CCN(S(=O)(=O)c3ccccc3)CC2)cnn1-c1ccccc1	2	6	100	100	-5	98	-3	3	0.3	-2	0
40	CCn1nc(C(=O)NC2=NCCS2)c2ccccc2c1=O	3	43	98	103	-9	100	-12	-10	0.5	2	-5
41	COC(=O)c1ccc(/C=N/OCC(=O)NCc2ccc(F)cc2)cc1	6	16	?	100	0	112	-3	-3	0.4	0	-6
42	COc1cccc(/C=N/NC(=O)c2c(C)nc3ccc(Br)cn23)c1O	0	11	91	94	1	93	0	1	-0.2	0	-2
43	COc1cc(C(=O)Nc2c(C)cc(C)cc2C)c(Br)c(OC)c1OC	0	10	?	100	-2	100	-2	-1	-0.1	-4	-3
44	Fc1ccc2c(c1)C1C=CCC1C(c1cc3c(cc1Br)OCO3)N2 (configuration not stated)	-1	29	103	102	-3	101	-9	-2	-0.3	-4	-1
45	CCOc1cccc(OCCCOc2ccccc2)c1	6	23	99	96	-1	96	-8	-9	0.1	0	-19
46	COC(=O)C1=C(CSc2nnnn2C)NC(=O)NC1c1cc(C)ccc1C (configuration not stated)	1	20	106	98	-1	100	-5	-6	0.3	-3	-4
47	CNC(=S)N1CCn2cccc2C1c1ccc(F)cc1 (configuration not stated)	2	22	109	101	0	102	-5	2	0.2	2	2
